SUMO1 PPI mod: alters human SUMO1 binding to SIM partners | 0.33% of 360,000 active | SUMO1 binding to a labelled peptide, TR-FRET, 1 h | inhibition, % at 20 µM | P63165; in the data active = inhibition above about 37%
Target sequence (P63165 whole entry, looked up): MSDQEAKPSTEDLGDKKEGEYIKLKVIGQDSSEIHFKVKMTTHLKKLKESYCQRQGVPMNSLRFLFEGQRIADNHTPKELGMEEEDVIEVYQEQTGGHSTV
LMPTP inh: blocks human LMPTP phosphatase; P24666; inhibition, % at 20 µM; recombinant LMPTP-A, OMFP fluorogenic substrate, fluorescence intensity; 0.22% of 360,000 active;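 active = compounds that cut the enzyme signal by at least half of the control window in the single-dose screen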;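 note: plate controls were DMSO wells with enzyme plus substrate for no effect and substrate without enzyme for full effect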
Target sequence (P24666 whole entry, looked up): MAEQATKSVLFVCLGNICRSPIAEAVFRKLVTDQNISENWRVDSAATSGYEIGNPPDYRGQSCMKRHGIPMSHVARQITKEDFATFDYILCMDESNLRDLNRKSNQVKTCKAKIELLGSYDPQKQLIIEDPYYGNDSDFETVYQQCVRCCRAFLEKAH
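Test system – LMPTP-A enzyme · Amount – LMPTP-A at 0.625 nM final in the reaction · Buffer or medium – Bis-Tris pH 6.0, DTT, detergent · Reagent – OMFP 400 µM · Doses – single 20 µM dose · Schedule – reaction 50 min, room temperature, dark · Detection – fluorescence intensity of OMFP turnover product · Evaluation – percent inhibition versus substrate-only and uninhibited controls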
DNMT1 block: blocks human DNA methyltransferase DNMT1; P26358; inhibition (reported as % activation of signal), % at 10 µM; DNMT1 molecular beacon, Hinp1I cleavage, fluorescence; 0.83% of 360,000 active; AID 588458; in the data active = inhibition above about 50%
Neddylation inh: cullin neddylation inhibition. TR-FRET cullin neddylation, biochemical. calls only at 25 µM. 0.58% of 360,000 active. AID 651699; in the data active = inhibition above about 36%
Tb MetRS inh: Trypanosoma brucei MetRS inhibition. purified T. brucei MetRS, ATP depletion, Kinase-Glo luminescence. inhibition, % at 11.9 µM. 0.4% of 360,000 active;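 active = inhibition above a per-plate cutoff of the control wells' mean inhibition plus 3 SD, cut at about 5.5% in these data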;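 note: 0% = DMSO wells median and 100% = median of wells with control inhibitor compound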
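Assay system: T. brucei methionyl-tRNA synthetase, purified | Medium: HEPES buffer with MgCl2, KCl, DTT, spermine, BSA, pyrophosphatase | Compound: 11.9 µM single point | Incubation: 15 min enzyme-compound preincubation, 2 h reaction, 10 min detection, 25 °C | Measured by: Kinase-Glo luciferase luminescence reporting remaining unconsumed ATP | Measure: % inhibition normalized to control-well medians | Replication: Singlicate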
SKN-1 block: inhibitors of C. elegans SKN-1; C. elegans VP596 Pgst-4::GFP/RFP ratio, acrylamide-induced, 24 h; inhibition, % at 21.8 µM; 0.49% of 360,000 active; AID 624304;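 active = interference check ratio from 0.5 to 1.5 plus GFP to RFP signal ratio inhibition reaching or exceeding a fixed threshold, cut at about 30% in these data, passing the limit was not always enough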; note: some compounds called inactive have numbers as strong as hits
STEP block: inhibitors of human striatal-enriched phosphatase STEP; P54829; recombinant STEP, OMFP fluorogenic substrate, fluorescence; inhibition, % at 20 µM; 0.25% of 360,000 active; AID 588621;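 active = inhibition at 20 µM, scaled per plate between control wells, above about 37%, limit read from the data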;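 note: 0% = DMSO with enzyme and substrate and 100% = substrate only without enzyme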
Target sequence (P54829 whole entry, looked up): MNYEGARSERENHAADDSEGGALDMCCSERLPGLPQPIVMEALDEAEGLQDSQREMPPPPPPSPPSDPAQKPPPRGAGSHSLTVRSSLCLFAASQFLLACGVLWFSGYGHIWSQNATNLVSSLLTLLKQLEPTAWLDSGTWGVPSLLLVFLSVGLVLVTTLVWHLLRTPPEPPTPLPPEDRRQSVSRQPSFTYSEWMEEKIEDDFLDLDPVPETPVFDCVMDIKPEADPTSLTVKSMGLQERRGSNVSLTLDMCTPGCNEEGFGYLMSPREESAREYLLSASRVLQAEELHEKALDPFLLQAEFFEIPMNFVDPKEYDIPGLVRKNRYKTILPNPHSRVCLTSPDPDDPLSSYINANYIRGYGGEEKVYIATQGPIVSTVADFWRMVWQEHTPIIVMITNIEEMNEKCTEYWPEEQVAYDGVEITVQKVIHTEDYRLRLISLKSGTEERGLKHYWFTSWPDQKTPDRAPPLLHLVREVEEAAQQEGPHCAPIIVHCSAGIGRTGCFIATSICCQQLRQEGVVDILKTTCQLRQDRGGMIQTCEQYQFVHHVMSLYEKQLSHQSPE
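Also added – OMFP at 25 µM · Test system – STEP tyrosine phosphatase · Technique – FITC-channel fluorescence of OMFP product · Schedule – 20 min at room temperature, dark · Evaluation – control-normalized % inhibition with plate pattern correction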
NadD inh: blocks S. aureus nicotinate mononucleotide adenylyltransferase; AID 602399; purified NadD enzyme, colorimetric absorbance read-out; inhibition, % at 20 µM; 0.78% of 360,000 active; in the data active = inhibition above about 26%; note: some compounds past the cut are filed as inactive
Scp-1 inhibitor: inhibitors of human Scp-1 phosphatase; 0.88% of 340,000 active; inhibition, % at 20 µM; Recombinant Scp1, phosphopeptide, malachite green phosphate absorbance; Q9GZU7;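 active = inhibition above about 50% at 20 µM, limit read from the data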;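 note: plate controls were DMSO wells with enzyme for no effect and wells lacking enzyme for full effect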
Target sequence (Q9GZU7 76-261 limits assumed): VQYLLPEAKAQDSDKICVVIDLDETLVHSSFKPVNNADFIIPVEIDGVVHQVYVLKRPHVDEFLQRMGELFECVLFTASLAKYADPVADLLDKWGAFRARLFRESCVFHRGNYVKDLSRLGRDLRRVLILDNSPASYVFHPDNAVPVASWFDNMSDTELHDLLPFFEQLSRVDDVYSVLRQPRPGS
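System: SCP-1 catalytic domain; Reagent: Phospho 17-mer peptide substrate; Doses: one concentration, 20 µM, with 1.0% DMSO; Incubation: 45 min room-temperature reaction, 5 min colour, 30 min stabiliser; Signal: Phosphate-binding colour reagent, absorbance read at 630 nm.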
NRP1-CendR mod: modulators of CendR peptide binding to human neuropilin-1. O14786. FAM-RPARPAR peptide binding to NRP-1, fluorescence polarization. inhibition, % at 25 µM. 0.85% of 360,000 active. AID 602438;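 active = inhibition or corrected inhibition above about 18%, plus a signal ratio from 0.5 to 1.5, limit read from the data, passing the limit was not always enough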; note: strong numbers were not always called active
* marks the source's active call; other numbers are inactive results; i = inactive; · = no result given.

SMILES | SUMO1 PPI mod | LMPTP inh | DNMT1 block | Neddylation inh | Tb MetRS inh | SKN-1 block | STEP block | NadD inh | Scp-1 inhibitor | NRP1-CendR mod
O=C(COC(=O)CNC(=O)c1ccccc1)Nc1cccc(Br)c1 | 4 | 0.0 | -1 | i | 2.6 | 11 | 2 | -4 | -5 | -1
O=[N+]([O-])c1ccc(Sc2nc3ccccc3o2)c([N+](=O)[O-])c1 | -17 | 1.6 | 52* | i | 0.4 | 2 | 5 | -8 | -6 | 0
CCC1(CC)NC(=O)N(CC(=O)OCC(=O)Nc2ccc(F)c(F)c2F)C1=O | 0 | -2.1 | 1 | i | -0.8 | -6 | -2 | -3 | -3 | 1
CCCCCCC1CC(CSC(=N)N)OC1=O (stereo not drawn) | -4 | 0.1 | 4 | i | -0.5 | 26 | -4 | -9 | -5 | -10
O=C(Cn1cc([N+](=O)[O-])cn1)Nc1ccc(Cn2cc(Br)cn2)cc1 | -6 | 0.4 | -11 | i | 0.5 | 1 | -2 | 6 | -11 | -3
CC(=O)N1CCN(C(=O)COc2ccc(N(C)S(=O)(=O)c3cccs3)cc2)CC1 | -2 | 0.4 | -6 | i | -0.5 | 12 | 0 | -4 | 0 | -1
Fc1ccc(CNc2nc3ccccc3n3cnnc23)cc1 | 28 | 0.4 | 3 | i | 0.1 | -4 | 2 | 3 | -9 | -1
COC(=O)/C=c1/s/c(=C(/C#N)C(=O)N2CCOCC2)n(-c2ccccc2)c1=O | -13 | -0.2 | -2 | i | 0.0 | 17 | -3 | 9 | 0 | 3
Cc1ccc(S(=O)(=O)N2CCN(C(=O)COC(=O)CCCOc3ccccc3)CC2)c(C)c1 | 0 | 2.1 | -1 | i | -0.2 | 3 | 5 | -6 | -13 | 1
COc1ccc(C2C(C#N)=C(N)N(c3sc4c(c3C#N)CCCC4)C3=C2C(=O)CC(C)(C)C3)cc1OC (stereo not drawn) | -5 | 4.3 | -6 | i | 0.1 | -17 | 2 | 6 | -8 | -20
CC1CCc2c(C(=O)OCC(=O)Nc3cccc(S(=O)(=O)N4CCCCCC4)c3)csc2C1 (stereo not drawn) | 4 | 3.0 | -7 | i | 0.6 | 2 | 1 | 4 | -15 | 3
CCOC(=O)N1CCN(C(=O)CCCn2c(=S)[nH]c3ccccc3c2=O)CC1 | 4 | -0.5 | 1 | i | 0.0 | 14 | 1 | -1 | -15 | 9
COCCn1c(C)nnc1SCC(=O)NNC(=O)c1ccc(Cl)cc1 | 4 | -0.8 | 1 | i | -0.1 | -13 | -1 | 1 | -8 | 14
O=[N+]([O-])c1ccc(O)c(C2CCCCC2)c1 | -18 | 2.4 | 8 | i | -0.1 | -2 | -2 | -4 | -7 | -1
CCOC(=O)CSc1nc(-c2cccs2)nc2c1c(=O)n(C)c(=O)n2C | 0 | -2.2 | 27 | i | -0.6 | 0 | 2 | -1 | -9 | 7
O=C(CSc1nnc(COc2ccc(Cl)cc2)o1)Nc1nccs1 | 4 | -0.3 | 0 | i | 0.1 | 17 | -1 | -3 | · | 0
Cc1cc(S(=O)(=O)NCc2ccco2)c(C)s1 | 1 | 0.3 | 14 | i | -0.3 | -6 | -1 | -1 | 3 | 2
COc1ccccc1N(CC(O)Cn1nc(C)cc1C)S(=O)(=O)c1ccccc1 (stereo not drawn) | 3 | 0.4 | 1 | i | 0.1 | 9 | 0 | -2 | -7 | 0
Cc1ccc2[nH]c3c(=O)n(CC(=O)NCc4ccco4)ncc3c2c1 | 6 | 5.8 | 24 | i | 0.0 | 8 | -1 | 5 | 52* | -10
Cc1ccc(OCC(=O)NCCCNC(=O)c2ccc(C)nc2)cc1 | -1 | -0.4 | 0 | i | -0.5 | 14 | 1 | 4 | -2 | 13
Nc1ncnc2c1ncn2[C@@H]1O[C@H](C(=O)N[C@H](CO)Cc2ccc(O)cc2)[C@@H](O)[C@H]1O | 3 | -2.2 | 7 | i | -0.3 | 2 | 0 | -1 | · | 3
CCCC1=[N+](CC(C)=O)CCn2c(C)ccc21 | -12 | 0.7 | 1 | i | -0.2 | 4 | 0 | -6 | -3 | 0
Nc1nc(SCC(=O)N2CCc3ccccc3C2)[nH]c(=O)c1-c1ccccc1 | 7 | -0.3 | -5 | i | 0.0 | 9 | -2 | 5 | -6 | -2
CCOC(=O)N1CCC(N2CC34C=CC(O3)C(C(=O)Nc3ccc(C(C)C)cc3)C4C2=O)CC1 (stereo not drawn) | -4 | -0.4 | 3 | i | -1.0 | -3 | 5 | 4 | -7 | -8
CS(=O)(=O)N(CC(=O)Nc1ccccc1C(=O)N1CCOCC1)c1ccccc1 | -2 | 0.2 | 1 | i | -1.8 | -21 | -1 | 4 | -6 | 5
CC1CN(S(=O)(=O)c2cc(C(=O)NC(C)c3cccnc3)ccc2Cl)CC(C)O1 (stereo not drawn) | 0 | -1.7 | 2 | i | -0.3 | -6 | -2 | -3 | 0 | 20*
CC(/C=C/c1ccc2c(c1)OCO2)=N\NC(=O)c1ccccc1 | -2 | -0.4 | 1 | i | -0.5 | 9 | -1 | 1 | -13 | -2
CCCc1nnc(NC(=O)c2ccc(S(=O)(=O)N(C)c3ccccc3OC)cc2)s1 | 0 | 1.3 | -5 | i | 0.1 | 6 | 6 | 5 | 0 | 2
CCC1(C)OC(=O)N2CCc3c(C)[nH]c4c(C)ccc(c34)C21C (stereo not drawn) | 3 | -0.4 | -3 | i | -0.7 | 1 | -2 | -6 | -1 | -6
COc1ccc(NS(=O)(=O)c2cccc(-c3nnc(-c4ccccc4)o3)c2)cc1 | 6 | 3.8 | -6 | i | -0.6 | 34* | 0 | -9 | -14 | -16
COc1ccc(NC(=O)C(c2ccc(OC)cc2)n2c(=O)c(-c3ccco3)nc3ccccc32)cc1 (stereo not drawn) | -3 | 1.4 | · | i | -0.7 | -20 | · | · | · | -15
O=C1CCCN1S(=O)(=O)c1ccc(F)cc1 | 0 | -1.1 | 0 | i | -0.3 | 8 | -6 | -2 | -3 | 20
Cc1ccccc1CNC(=O)CCc1ccccc1 | -3 | -0.2 | -1 | i | -1.0 | 7 | 0 | -8 | -1 | 15
COc1ccccc1CCC(=O)Nc1ncc(C)s1 | 4 | -1.3 | 2 | i | -0.7 | 11 | 1 | -30 | -4 | 5
COc1ccc(C(=O)c2ccccc2)cc1 | -4 | -1.1 | 0 | i | -0.9 | 8 | -3 | -8 | -3 | 5
O=C(CSc1nnc(-c2cccnc2)o1)OC1CCCCC1 | 4 | -2.5 | 1 | i | 0.1 | -5 | 1 | 3 | -4 | 5
S=C(NCc1ccc2c(c1)OCO2)NC1CCN(Cc2ccccc2)CC1 | -3 | 0.7 | -3 | i | -0.5 | 7 | 6 | -13 | -2 | -19
O=C(Nc1cccnc1)c1cc(F)c(F)cc1Cl | -1 | -1.7 | -2 | i | 0.6 | -8 | 1 | 0 | -7 | 10
COc1cc(CC(=O)OCC(=O)NC2CCCCCC2)cc(OC)c1OC | 4 | -2.3 | -2 | i | -0.3 | 8 | -3 | -3 | 3 | 4
CC1CCN(c2ccc(C(=O)OCC(=O)NCCN3C(=O)CSC3=O)cc2[N+](=O)[O-])CC1 | -24 | 2.1 | -1 | i | -1.0 | 4 | 1 | -3 | -3 | -8
Cn1ccsc1=NC(=O)c1ccc(=O)[nH]c1 | 2 | -0.3 | 2 | i | -0.3 | 3 | -1 | -1 | 94* | 0
CS(=O)(=O)Nc1ccc(C2=NN(S(=O)(=O)c3ccccc3)C(c3cccs3)C2)cc1 (stereo not drawn) | -2 | 1.1 | -5 | · | 0.1 | 23 | 0 | -2 | -8 | -166
COc1cccc(C2=CC(=O)CCC2)c1 | -8 | -1.8 | 0 | i | -0.2 | 13 | -2 | -3 | -6 | 11
CCCCC(CC(O)COCCC)c1n[nH]c(=S)n1-c1ccccc1 (stereo not drawn) | 0 | -1.2 | 4 | i | -0.3 | 7 | 0 | 3 | -4 | -4
COC(=O)c1ccc(COc2nc(C)cc(C)c2C#N)o1 | 3 | 0.0 | 1 | i | 0.1 | 0 | 1 | -1 | 8 | -4
COc1cc(C(=O)N/N=C/c2sc(=O)n(-c3ccccc3)c2Cl)cc(OC)c1OC | 1 | 0.5 | 1 | i | -0.3 | 12 | 5 | 5 | 50* | -32
COc1ccccc1/C=N/N(C(C)=O)c1nc(-c2ccc(F)cc2)cs1 | 3 | 0.4 | 5 | i | -0.2 | -9 | -2 | -3 | -5 | -9
CC(NC(=O)c1ccco1)C(=O)N1CC=C(c2ccccc2)CC1 (stereo not drawn) | -1 | 0.4 | 4 | i | -0.5 | -18 | 0 | -9 | -7 | -2
Cc1nc(C)c(C(=O)N(c2ccc(C)c(C)c2)C(C(=O)NCc2ccco2)c2ccccc2)s1 (stereo not drawn) | 15 | 1.7 | -6 | i | -0.9 | -2 | 1 | 0 | -4 | -4
Cc1cccc(C)c1NC(=O)C1c2ccccc2OCC(=O)N1Cc1ccco1 (stereo not drawn) | 2 | -0.7 | · | i | 0.0 | 1 | · | -3 | · | 8
Nc1ncnc(N2CCOCC2)n1 | 2 | 0.0 | -4 | i | -0.3 | 2 | -3 | 1 | -5 | 8
CCOC(=O)C1C(=O)C=C(c2ccccc2)CC1c1ccccc1 (stereo not drawn) | -13 | 1.4 | -1 | i | -0.4 | 0 | 1 | -11 | -13 | 14
CCN(CC)c1nc(C)c(C(C)=O)cc1C#N | -1 | 0.3 | 0 | i | -0.6 | -11 | 4 | -4 | -5 | -1
CCCN(CC(=O)Nc1ccc(F)c(F)c1F)C(=O)c1cc(S(=O)(=O)N(C)C)ccc1N1CCCC1 | 0 | -0.7 | -1 | i | 0.0 | 8 | -2 | -7 | -8 | -14

Ordered by number of heavy atoms (largest number first): 5 of the compounds above
SMILES | SUMO1 PPI mod | LMPTP inh | DNMT1 block | Neddylation inh | Tb MetRS inh | SKN-1 block | STEP block | NadD inh | Scp-1 inhibitor | NRP1-CendR mod
CCCN(CC(=O)Nc1ccc(F)c(F)c1F)C(=O)c1cc(S(=O)(=O)N(C)C)ccc1N1CCCC1 | 0 | -0.7 | -1 | i | 0.0 | 8 | -2 | -7 | -8 | -14
Cc1nc(C)c(C(=O)N(c2ccc(C)c(C)c2)C(C(=O)NCc2ccco2)c2ccccc2)s1 (stereo not drawn) | 15 | 1.7 | -6 | i | -0.9 | -2 | 1 | 0 | -4 | -4
COc1ccccc1/C=N/N(C(C)=O)c1nc(-c2ccc(F)cc2)cs1 | 3 | 0.4 | 5 | i | -0.2 | -9 | -2 | -3 | -5 | -9
CC(NC(=O)c1ccco1)C(=O)N1CC=C(c2ccccc2)CC1 (stereo not drawn) | -1 | 0.4 | 4 | i | -0.5 | -18 | 0 | -9 | -7 | -2
CCN(CC)c1nc(C)c(C(C)=O)cc1C#N | -1 | 0.3 | 0 | i | -0.6 | -11 | 4 | -4 | -5 | -1

Screening results from PubChem BioAssay.
